Screening data from PubChem BioAssay.
UPR CHOP act – activators of apoptotic arm of unfolded protein response (CHOP); CHO-CHOP luciferase reporter, UPR activation, luminescence; percent of tunicamycin response over DMSO baseline; activation, % at 10 µM; hit rate 0.34% among 330,000;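 active means at 10 µM dose, activation of 40% or more, normalized to positive control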;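 further: 100% = tunicamycin at 10 µg/mL and 0% = DMSO alone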
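System: CHO-CHOP luciferase reporter cell line | Buffer or medium: F12 medium containing 10% fetal bovine serum | Doses: One dose, 10 µM in 0.5% DMSO | Times: 6 h compound exposure at 37 °C after overnight seeding | Signal: Luciferase luminescence | Read-out: % activation vs tunicamycin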
Gli-Sufu block – blocks Gli-Sufu signaling in a luciferase reporter. Sufu-KO-LIGHT fibroblasts, Gli luciferase reporter luminescence. inhibition, % at 5 µM. hit rate 0.74% among 340,000;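 active means inhibition above about 55%, limit read from the data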;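 further: 0% = DMSO-treated cells and 100% = wells with medium but no cells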
CXCR6 block – CXCR6 (human) receptor inhibition. O00574. CHO-K1 PathHunter CXCR6 beta-arrestin, luminescence. inhibition, % at 20 µM. hit rate 0.36% among 360,000. AID 602244; in the data active means inhibition above about 34%, passing the limit was not always enough;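 further: antagonist mode with CXCL16 agonist at 10 nM final; 0% = 10 nM CXCL16 with DMSO and 100% = unstimulated wells without agonist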
Target sequence (O00574 whole entry, looked up): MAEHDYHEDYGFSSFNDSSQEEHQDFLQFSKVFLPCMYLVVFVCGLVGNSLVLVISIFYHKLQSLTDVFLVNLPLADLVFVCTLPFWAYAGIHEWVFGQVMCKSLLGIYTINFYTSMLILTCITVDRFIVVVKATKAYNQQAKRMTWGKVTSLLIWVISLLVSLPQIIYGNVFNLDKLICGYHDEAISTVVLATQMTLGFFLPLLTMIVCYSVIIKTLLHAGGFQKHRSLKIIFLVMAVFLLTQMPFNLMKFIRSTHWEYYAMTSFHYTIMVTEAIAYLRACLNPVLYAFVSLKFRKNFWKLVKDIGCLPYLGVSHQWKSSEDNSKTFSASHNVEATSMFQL
CCR6 antag – CCR6 (human) receptor antagonism | P51684 | inhibition, % at 20 µM | CHO-K1 CCR6 PathHunter beta-arrestin, luminescence, CCL20-stimulated | AID 493098 | hit rate 0.49% among 340,000;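 active means compounds whose inhibition of the agonist-driven luminescence signal at 20 µM reaches about 50%, limit read from the data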;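 further: cells stimulated with CCL20 at 14 nM final; plate controls were DMSO with CCL20 for no effect and DMSO without agonist for full effect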
Target sequence (P51684 whole entry, looked up): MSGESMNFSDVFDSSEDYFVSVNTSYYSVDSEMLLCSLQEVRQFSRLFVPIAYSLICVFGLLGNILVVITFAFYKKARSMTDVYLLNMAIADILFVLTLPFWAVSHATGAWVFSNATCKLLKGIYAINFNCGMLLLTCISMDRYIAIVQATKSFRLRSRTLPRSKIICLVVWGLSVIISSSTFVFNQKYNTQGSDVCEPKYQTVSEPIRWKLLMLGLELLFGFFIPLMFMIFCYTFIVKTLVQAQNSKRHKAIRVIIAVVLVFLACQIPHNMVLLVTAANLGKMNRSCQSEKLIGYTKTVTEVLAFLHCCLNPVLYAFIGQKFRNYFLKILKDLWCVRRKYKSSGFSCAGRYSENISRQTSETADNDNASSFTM
EBI2 block – antagonists of human EBI2 receptor | P32249 | EBI2 beta-arrestin recruitment, luminescence, 7a,25-OHC stimulated | inhibition, % at 5 µM | hit rate 0.81% among 360,000 | AID 651636; in the data active means inhibition above about 38%;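 further: enzyme fragment complementation signal reports receptor beta-arrestin coupling in cells; 0% = agonist plus DMSO wells and 100% = wells without agonist; some results beyond the cut were filed as inactive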
Target sequence (P32249 whole entry, looked up, the tested form may be a part): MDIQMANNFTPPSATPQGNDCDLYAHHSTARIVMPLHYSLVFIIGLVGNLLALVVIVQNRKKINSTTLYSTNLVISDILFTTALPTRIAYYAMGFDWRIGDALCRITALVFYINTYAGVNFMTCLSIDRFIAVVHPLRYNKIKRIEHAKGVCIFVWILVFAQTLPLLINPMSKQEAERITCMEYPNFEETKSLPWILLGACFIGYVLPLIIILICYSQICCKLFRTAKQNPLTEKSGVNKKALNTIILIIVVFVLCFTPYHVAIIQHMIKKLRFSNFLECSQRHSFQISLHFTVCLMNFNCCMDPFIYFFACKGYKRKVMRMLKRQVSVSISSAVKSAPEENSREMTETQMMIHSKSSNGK
Jurkat NFkB inh – inhibitors of the PMA/ionomycin-induced NF-kB reporter in Jurkat cells; hit rate 0.53% among 330,000; AID 435003; inhibition, % at 4 µM; PMA/ionomycin-induced NF-kB luciferase reporter, luminescence; in the data active means inhibition above about 50%
Mdm2-MdmX inh – inhibitors of human Mdm2/MdmX interaction; O15151+Q00987; SaOS-2 split-luciferase Mdm2/MdmX complementation, luminescence; inhibition, % at 8 µM; hit rate 3% among 330,000; AID 485346;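 active means inhibition of at least 50% at 8 µM in the primary screen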
XBP1 UPR activ – activators of adaptive arm of unfolded protein response (XBP1). CHO-XBP1 luciferase reporter, IRE1-XBP1 UPR activation, luminescence; percent of tunicamycin response, DMSO as zero. activation, % at 20 µM. hit rate 0.33% among 330,000. AID 463104;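 active means versus positive control, 20 µM dose yields 30% or more activation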;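 further: 100% = tunicamycin at 10 µg/mL and 0% = DMSO only wells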
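Material: CHO cell line with stable XBP1 luciferase reporter; buffer or medium: F12 medium containing 10% fetal bovine serum; compound: single point, 20 µM final compound, 1% DMSO; incubation: 6 h treatment, 37 °C; measured by: glow luminescence from Steady-Glo reagent; evaluation: activation, % of tunicamycin; control set: tunicamycin high, DMSO low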
697 NFkB inh – inhibitors of the PMA/ionomycin-induced NF-kB reporter in 697 B cells | inhibition, % at 4 µM | 697 B-cell NF-kB luciferase reporter, 16 h | hit rate 0.33% among 330,000 | AID 435022; in the data active means inhibition above about 35%
* = called active by the depositor; / = no result given.

smiles | UPR CHOP act | Gli-Sufu block | CXCR6 block | CCR6 antag | EBI2 block | Jurkat NFkB inh | Mdm2-MdmX inh | XBP1 UPR activ | 697 NFkB inh
COc1ccc(NC(=O)CSCC(=O)N(C)Cc2cccc(OC)c2OC)cc1 | -2.5 | 0.2 | 7.1 | 2.8 | -7.3 | 15.9 | 7.0 | -3.2 | 19.3
Cn1c(Cc2ccccc2)nnc1SCc1nc2ccccc2c(=O)[nH]1 | -0.7 | 7.7 | 0.7 | 2.6 | 6.9 | -15.7 | 0.2 | 1.9 | -11.9
Cc1ccc(S(=O)(=O)N2CCN(C)CC2)c2nsnc12 | 1.5 | 1.6 | 8.7 | 3.6 | 2.6 | -19.6 | -7.7 | 1.3 | -0.5
Cn1c2nc(=O)[nH]c(=O)c-2cc2ccccc21 | / | -3.0 | -0.7 | 1.6 | 4.7 | / | / | / | /
COc1cccc(CCC2C(=O)CCCC2=O)c1 | / | 4.6 | 7.1 | 1.4 | -3.5 | / | / | / | /
COc1ccc(-c2ccc(SCC(=O)c3ccc(F)cc3)nn2)cc1OC | -0.3 | -11.4 | -0.1 | -0.2 | -0.6 | 2.4 | 26.9 | 1.0 | 8.5
O=C(c1cncc(Br)c1)N1CCc2ccccc2C1 | 0.3 | -9.2 | 4.9 | -5.1 | -2.6 | 15.2 | 45.0 | -5.5 | -6.5
CCc1ccc(OCc2cnc(Cl)s2)cc1 | 6.5 | -26.4 | -0.6 | 8.4 | 1.8 | -19.9 | -14.3 | 6.6 | -26.8
CC(C)[C@H](NC(=O)C1CCN(C(=O)[C@H](Cc2ccccc2)NC(=O)OC(C)(C)C)CC1)C(=O)O | 0.0 | 8.6 | -2.8 | 1.8 | -0.8 | -4.0 | -30.4 | -4.2 | 12.4
Cc1ccc(Cl)c(OCC(=O)OCC(=O)c2ccc[nH]2)c1 | 1.1 | 0.7 | -2.6 | -8.8 | -8.3 | -0.5 | -10.7 | -1.0 | -4.7
COc1ccc(N(Cc2cc3cccc(C)c3[nH]c2=O)C(=O)C2CCCO2)cc1 (stereo unspecified) | -1.0 | -0.2 | -1.9 | 0.2 | -1.0 | -1.4 | 8.7 | -1.4 | 22.9
Cc1ccc(NC(=O)c2cnn(C)c2)cc1[N+](=O)[O-] | 0.3 | -1.2 | -7.9 | 1.6 | -0.6 | -2.4 | -13.0 | -1.9 | 20.6
COc1ccc(N2C(=NC(=O)C3CCCCC3)SC3CS(=O)(=O)CC32)c(OC)c1 (stereo unspecified) | -1.3 | 35.8 | 8.3 | 16.9 | -11.1 | -20.2 | 5.9 | -1.2 | 7.0
COc1ccc(S(=O)(=O)Nc2ccc3ccccc3c2)cc1C | 0.0 | -1.5 | 2.8 | -11.1 | -13.7 | -8.9 | 18.0 | -0.3 | -11.6
CC(Cc1ccccn1)NC(=O)c1ccc(OC2CCN(CCc3ccccc3)CC2)cc1 (stereo unspecified) | 1.5 | 13.2 | -19.0 | -2.5 | 12.2 | -12.5 | -35.5 | -3.1 | -48.1
COc1ccc(C(=O)COC(=O)C2CCN(S(=O)(=O)c3cccc4cccnc34)CC2)cc1 | 1.3 | 1.6 | 2.6 | 28.7 | -2.0 | -18.9 | -14.9 | -0.9 | -22.2
CCc1nnc(NC(=O)CCC(=O)NC2CCCCCCC2)s1 | -1.4 | 0.5 | -6.6 | -4.8 | -1.6 | -3.7 | 16.1 | -3.0 | -23.1
CS(=O)(=O)N(CC(=O)Nc1ccccc1C(=O)NCCc1ccccc1)c1ccc2c(c1)OCCO2 | 1.5 | -12.7 | 5.7 | 3.5 | -6.8 | -13.2 | 3.8 | 1.1 | -4.3
O=c1/c(=C/c2ccccn2)sc2nc3ccccc3n12 | -6.9 | -2.6 | 10.4 | -1.1 | -5.4 | -94.1 | -56.0 | -8.1 | -104.9
CC(C)(C)NC(=O)C(c1ccncc1)N(C(=O)C1CSC(=O)C1)c1ccccc1 (stereo unspecified) | 1.6 | 5.8 | -0.5 | 11.7 | 0.2 | -2.3 | -6.8 | -6.1 | -5.1
CCCCNC1(C#N)CCN(Cc2ccccc2)CC1 | / | -10.8 | 8.2 | 5.6 | -0.3 | / | / | / | /
Cc1ccccc1N(CC(=O)NCc1ccncc1)S(C)(=O)=O | -0.1 | -5.3 | 4.3 | 4.8 | -8.9 | 5.3 | 17.4 | -1.9 | -5.5
Cc1c(CCCl)c(Cl)n2c(nc3ccccc32)c1C#N | / | -5.2 | 44.5* | 62.9* | 66.8* | / | / | / | /
Cc1ccc(C(CCN)c2ccco2)cc1 (stereo unspecified) | 3.0 | -4.1 | 8.0 | 5.9 | 1.8 | 2.0 | -16.4 | 0.7 | 25.6
COc1ccc(NC(=O)c2cc(-c3cc(C)cc(C)c3O)n[nH]2)cc1Cl | -0.3 | 3.4 | 8.1 | -7.1 | 35.1 | 1.7 | 35.8 | 2.5 | -24.3
CC(C)C1=CC(=NS(=O)(=O)c2cccc([N+](=O)[O-])c2)C=C(C(C)C)C1=O | 4.3 | -1.6 | 5.4 | 20.8 | 0.3 | -9.6 | -7.3 | -4.7 | -22.7
COc1ccc(NC(=O)Nc2ccc(C)cc2OC(F)F)cc1OC | -1.0 | 2.9 | 1.0 | 5.9 | 8.3 | -12.4 | 5.4 | 1.1 | -19.7
C=C1CCC[C@]2(C)C[C@H]3OC(=O)C(CNCCN(C)C)[C@H]3CC12 (stereo partly specified) | 3.2 | 3.9 | 1.3 | 5.0 | -10.2 | 16.0 | 18.4 | -4.7 | 16.9
Cc1cc(C)c(NC(=O)C(C)(C)C)c(Cl)c1 | 1.6 | 7.8 | 2.3 | -2.9 | -4.1 | -10.0 | -15.4 | -0.8 | 12.7
Cn1c2c(c(=O)n(C)c1=O)C(CC(=O)Nc1ccccc1)C(=O)N2 (stereo unspecified) | 0.1 | -4.9 | -0.3 | -11.9 | -10.7 | -9.0 | 1.5 | -2.4 | 2.7
O=C(Cn1cnc([N+](=O)[O-])n1)NC1CC1 | -0.2 | -3.2 | -3.0 | -17.9 | -10.9 | 14.8 | 12.2 | -4.9 | 4.7
CC1=NN(c2ccccc2)C(=O)C1/C=C1\NC(=S)NC1=O (stereo unspecified) | -0.2 | 2.1 | -2.6 | 4.7 | 9.4 | 10.1 | -1.5 | -0.8 | 16.6
CCNC(=O)COC(=O)c1cc(-c2ccco2)nc2ccccc12 | 1.0 | -1.0 | -3.5 | 4.3 | -6.3 | 7.7 | 6.0 | 0.9 | 12.3
O=C(NCc1ccc(Cl)cc1)c1ccc2c(=O)n(CC3CCCO3)c(=S)[nH]c2c1 (stereo unspecified) | -1.5 | 23.1 | -4.5 | 4.0 | -0.2 | -17.6 | -17.8 | -1.6 | -14.9
CCOC(=O)c1sc(=S)n(-c2ccccc2)c1N | 0.7 | 3.9 | 1.0 | -1.2 | -1.7 | -1.6 | -10.1 | 2.9 | 8.6
COc1ccc(CN2CCc3c([nH]c4ccccc34)C2)cc1Br | -0.2 | 20.2 | -5.8 | -4.5 | 29.7 | -4.6 | 68.6* | -5.6 | -16.2
CCNC(=S)NNc1nnc(-c2ccccc2)c(-c2ccccc2)n1 | 0.6 | -5.9 | 3.4 | 31.9 | 3.6 | 8.2 | 28.3 | -2.4 | 9.1
Cc1cc(Cl)ccc1NC(=S)NCCN1CCOCC1 | 0.1 | -4.2 | 1.1 | -20.9 | 0.7 | 10.3 | 1.6 | -1.2 | -25.5
CC(C)(Cc1nc2ccccc2[nH]1)C(=O)O | -0.9 | -5.3 | -3.4 | -1.4 | -5.9 | 2.9 | -28.0 | -2.1 | 9.8
O=C1C[C@H](NC(=O)OCc2ccccc2)CO1 | -2.1 | -0.7 | -8.5 | 2.2 | 2.8 | 0.9 | -3.5 | -1.1 | 6.6
Cc1cc(=O)[nH]c(SCC(=O)Nc2cccc(C(F)(F)F)c2)n1 | 2.6 | -1.2 | -0.5 | -4.5 | -0.5 | 11.7 | -2.2 | -2.8 | 20.0
O=C(Nc1sc2c(c1C(=O)O)CCC2)c1ccccc1Cl | 2.1 | -18.1 | -2.3 | -7.5 | -4.6 | -15.9 | 8.8 | -4.5 | 7.4
O=C(O)CC(C(=O)Nc1cccc(C(F)(F)F)c1)C1CCCO1 (stereo unspecified) | -2.4 | 4.8 | -10.4 | -13.0 | -2.2 | 8.9 | 10.7 | -0.4 | 22.3
O=C(NCc1ccco1)c1ccc2c(c1)S(=O)(=O)c1ccccc1C2=O | 0.5 | -3.2 | -14.3 | -0.4 | -13.6 | 14.1 | -33.4 | 5.2 | 20.7
COc1ccc(S(=O)(=O)N2CCN(c3cccc(C)c3C)CC2)cc1 | -0.4 | 1.2 | -5.0 | 20.2 | -1.9 | 9.5 | 22.3 | 1.7 | 6.8
Cc1noc(C)c1S(=O)(=O)N(C)C[C@H]1Oc2c(NS(=O)(=O)c3cn(C)cn3)cccc2C(=O)N([C@H](C)CO)C[C@@H]1C | 1.0 | 2.8 | 1.4 | 11.9 | -2.9 | -0.6 | -3.5 | -1.9 | 1.4
CCCCn1c(N)c(N(CCOC)C(=O)C(C)Oc2ccc(Cl)cc2)c(=O)[nH]c1=O (stereo unspecified) | -0.5 | -11.7 | 7.7 | 2.8 | 0.6 | -44.6 | 3.2 | -0.6 | -20.8
Cc1csc(NC(=O)Cc2coc3cc(C)c(C(C)C)cc23)n1 | -1.3 | -6.3 | -37.5 | 0.1 | 13.0 | 6.7 | 80.4* | -3.0 | -49.5
O=C(CSc1nc(C(F)(F)F)cc(=O)[nH]1)N1CCC(Cc2ccccc2)CC1 | -1.5 | 27.9 | 5.3 | 10.4 | -8.2 | 2.8 | 32.3 | -2.9 | -0.8
O=C(Cc1ccc(-c2ccccc2)cc1)NNC(=S)NCc1ccco1 | -0.4 | 41.4 | -0.2 | 3.6 | -11.6 | 7.0 | 3.3 | -2.4 | -11.3

(listing goes on)
Each structure is followed by: UPR CHOP act | Gli-Sufu block | CXCR6 block | CCR6 antag | EBI2 block | Jurkat NFkB inh | Mdm2-MdmX inh | XBP1 UPR activ | 697 NFkB inh
Cc1cccc(NC(=O)/C(C#N)=C/c2cn(CC(=O)NCc3ccco3)c3ccccc23)c1
→ / | -1.6 | -4.4 | 18.2 | -2.2 | / | / | / | /
Cc1cc(=O)oc2c(C)c(OCC(=O)N3CCN(c4cccc(Cl)c4)CC3)ccc12
→ 1.5 | 17.6 | 7.7 | 20.4 | 15.6 | 3.0 | 35.2 | -5.3 | -37.2
Brc1cccc(C=Nc2cccc3ncccc23)c1
→ -0.3 | 3.5 | -3.4 | 11.0 | 0.7 | 14.8 | 28.2 | -1.9 | -6.3
CS(=O)CCC(NS(=O)(=O)c1ccccc1)C(=O)O (stereo unspecified)
→ 0.4 | -3.4 | 4.9 | -14.9 | -4.7 | -3.6 | 6.6 | 4.7 | 1.7
CCCNC(=O)c1ccccc1NC(=O)c1cccc(-n2cnnn2)c1
→ -1.7 | -3.4 | -1.2 | 2.7 | -7.1 | -16.6 | 20.2 | 2.8 | 9.6
CSc1ncc(Cl)c(C(=O)Nc2cccnc2)n1
→ 1.8 | 8.3 | -4.4 | -4.5 | -4.6 | -19.1 | 16.1 | 1.6 | -2.3
